Cneo AK release: Cryptococcus neoformans cell lysis inducers, primary screen, AK release luminescence, single concentration; C. neoformans lysis, adenylate kinase release luminescence, 4 h; normalised: neutral wells 0, clomiphene wells 100; 360,000 tested, 0.2% active; lysis activity, % at 15 µM; AID 651654, 2012;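 active = mean lysis activity across replicates of at least 80%, whatever share of replicates individually reach that level; inactive = mean lysis activity below 80%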
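Test system: log-phase Cryptococcus neoformans yeast cells. Input: 5 × 10^6 yeast cells/mL. Medium: fresh YPD growth medium. Doses: single dose. Incubation: static 4 h at 37 °C with compound, 1 h detection. Measured by: luminescent adenylate kinase detection reagent. Read-out: signal increase indicating cell lysis. Benchmarks: Clomiphene.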
LGR2 inh: inhibitors of bursicon-induced LGR2 CRE-luciferase signal, primary screen, cell-based, HEK293, CRE-luciferase reporter, bursicon stimulation; bursicon-stimulated, 4 h; inhibition, % at 9.99 µM; 380,000 tested, 0.35% active; AID 720647, 2013;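 active = drop in luminescence signal, shown as inhibition above about 50% in the replicate tests, limit read from the data, passing the limit was not always enough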;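 also: agonist challenge used bursicon conditioned medium at about half maximal strength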
Xi reactivation: activators of inactive X chromosome reactivation, primary screen, imaging, XiGFP fibroblasts, GFP high-content imaging, set 2; XiGFP mouse fibroblasts, % GFP-positive cells imaging, 3 d; cells co-treated with 5-aza-dC sensitizer; scaled so ellipticine positive control = 100%; activation, % at 7.58 µM; 360,000 tested, 0.055% active;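 active = mean normalized replicate activation at least 10% and every replicate at or above 10%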;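 also: 0% = median of on-plate neutral control wells and 100% = ellipticine 6 µM median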
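material = 68-5-11 XiGFP fibroblast line | medium = DMEM plus 5-aza-dC sensitizer | schedule = 3 days compound exposure | benchmarks = positive control ellipticine, 6 µM final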
S100A4 MyoIIA: inhibitors of S100A4-myosin IIA peptide binding, primary screen, biochemical, fluorescence polarization, TAMRA-MyoIIA peptide; Protein S100-A4 (Homo sapiens), P26447; inhibition, % at 10.7 µM; 360,000 tested, 0.14% active;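 active = mean inhibition of at least 70% across replicates, with every replicate also reaching that level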
Target sequence (P26447 whole entry, looked up): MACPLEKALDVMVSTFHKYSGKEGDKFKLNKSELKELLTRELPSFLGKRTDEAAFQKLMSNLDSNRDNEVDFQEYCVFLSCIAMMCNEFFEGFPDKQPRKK
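Test system: S100A4 monomer protein. Medium: HEPES buffer with Ca2+, pH 7.2. Reagent: fluorescent myosin IIA peptide, 5 nM. Compound dosing: single-point compound testing. Timing: 5 min between mix addition and reading. Benchmarks: DMSO neutral and TFP positive wells.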
SIRT5 block: SIRT5 desuccinylase inhibitors, primary screen, biochemical, fluorescence imaging, single point, set 5; inhibition, % at 15 µM; NAD-dependent protein deacylase sirtuin-5, mitochondrial (Homo sapiens), Q9NXA8; Purified SirT5, succinyl-peptide AMC, trypsin-coupled fluorescence; 330,000 tested, 1.1% active; AID 652115, 2013; in the data active = inhibition above about 15%
Target sequence (Q9NXA8 whole entry, looked up): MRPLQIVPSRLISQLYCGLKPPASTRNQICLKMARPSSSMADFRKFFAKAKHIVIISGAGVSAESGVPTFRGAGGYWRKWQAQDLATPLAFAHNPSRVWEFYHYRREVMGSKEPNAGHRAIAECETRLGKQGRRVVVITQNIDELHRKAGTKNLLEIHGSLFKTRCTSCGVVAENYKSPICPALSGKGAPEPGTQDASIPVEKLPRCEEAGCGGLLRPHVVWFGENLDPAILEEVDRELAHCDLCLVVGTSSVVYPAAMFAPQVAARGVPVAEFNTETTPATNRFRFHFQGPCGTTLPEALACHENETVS
PGC1a acetyl inh: inhibitors of PGC1a acetylation signal, primary screen, cell-based, U2OS, AlphaScreen, inhibitor mode. AlphaScreen anti-acetyl-lysine; with virally co-expressed GCN5 acetyltransferase. inhibition, % at 15.6 µM. 350,000 tested, 0.17% active;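 active = every replicate shows inhibition of at least 40%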;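 also: 0% = neutral control wells and 100% = positive control wells; some results beyond the cut were filed as inactive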
Statin myotox sup: suppressors of statin myotoxicity in C2C12 myotubes, primary screen, cell-based, single point, plate reader. C2C12 myotubes + simvastatin, ATP luminescence, 48 h; scaled: DMSO 0, geranylgeraniol control 100. rescue of ATP level, % at 7.49 µM. 330,000 tested, 0.78% active;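 active = mean ATP rescue above about 67%, or every replicate alone reaching that limit, limit read from the data, passing the limit was not always enough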;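 also: myotubes were challenged with 10 µM simvastatin during compound exposure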
ERAP1 HTS inh: human ERAP1 aminopeptidase inhibitors, primary screen, biochemical, single point, plate reader. Endoplasmic reticulum aminopeptidase 1 (Homo sapiens), Q9NZ08. recombinant ERAP1, Leu-AMC fluorescence, 60 min. inhibition, % at 10.7 µM. 340,000 tested, 0.15% active;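 active = mean replicate inhibition of at least 30%, or all replicates individually reaching that 30% level; inactive = mean below 30% and not every replicate reaching it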;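 also: 0% = neutral control wells and 100% = L-leucinethiol positive control wells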
* = called active by the depositor; nt = no result given; & = joins results of further samples.

SMILES	Cneo AK release	LGR2 inh	Xi reactivation	S100A4 MyoIIA	SIRT5 block	PGC1a acetyl inh	Statin myotox sup	ERAP1 HTS inh
C[C@H](CO)N1C[C@H](C)[C@H](CN(C)Cc2ccc(Oc3ccccc3)cc2)Oc2ccc(NC(=O)Cc3ccccc3)cc2C1=O	2	6	-0.1	-11	43*	-10	-131	0
O=C(Cc1cccnc1)N[C@H]1CC[C@H](CCNS(=O)(=O)c2ccccc2Cl)O[C@@H]1CO	-2	2	0.0	0	-1	6	5	0
CN(C)C(=O)N1CCN(C(=O)[C@@H](Cc2ccccc2)NC(=O)[C@H]2O[C@@H](n3ccc(N)nc3=O)[C@H](O)[C@@H]2O)CC1	nt	3	0.2	-6	5	nt	nt	2
CCOC(=O)c1cnc(-c2ccccc2)nc1N1CCOCC1	nt	-8	0.3	-5	2	nt	nt	-4
C[C@H]1CN([C@@H](C)CO)C(=O)c2cc(-c3ccc(C#N)cc3)cnc2O[C@H]1CN(C)Cc1cccnc1	-2	7	0.0	-2	-9	3	4	0
Cc1ccc(CN(Cc2ccccc2)C(=S)NCC(=O)NCc2cccnc2)o1	11	0	-0.1	1	-3	7	-3	-1
CCCC(=O)Nc1cc(C(=O)N(C)CC(OC)OC)ccc1S(=O)(=O)c1ccc(C)cc1	0	3	0.0	-2	-3	nt	6	-3
CCCC(=O)Nc1ccc(C(=O)Nc2ccc([N+](=O)[O-])cc2OC)cc1	nt	-10	0.0	-4	6	-4	nt	1
CC(C)NC(=O)Nc1ccc2c(c1)CC(=O)N([C@@H](C)CO)C[C@H](C)[C@@H](CN(C)C)O2	-3	3	0.1	5	1	6	-3	3
O=S(=O)(Nc1ncnc2sccc12)c1cccc(F)c1	1	9	0.1	-6	0	3	4	-2
Nc1nonc1-n1nnc(C(=O)N/N=C/c2ccccc2Cl)c1COc1ccc(F)cc1	nt	-3	0.0	10	-1	nt	nt	nt
CCC1CCCCN1CCCNC(=O)C(C)n1nc(C)c2sc3ccccc3c2c1=O (configuration not stated)	1	-13	0.0	-19	-1	-4	-1	-5
CCCCN(C(=O)CCn1c(=O)oc2ccccc21)c1ccccc1	-2	21	0.1	2	-3	3	-1	-3
Nc1nc(NCC2CCCO2)nc(Nc2cccc(F)c2)c1[N+](=O)[O-] (configuration not stated)	nt	1	0.2	1	0	nt	nt	2
O=C(CCN1C(=O)c2ccccc2S1(=O)=O)Nc1ccc(Cl)cc1	-1	-16	0.3	1	-6	nt	-1	-1
CCC(=O)Nc1ccc2c(c1)OC[C@@H](C)N(C(=O)C1CCC1)C[C@@H](C)[C@H](OC)CN(C)C2=O	-2	7	-0.1	6	-1	8	6	1
CC1CN(Cc2ccccc2)C(=S)N(c2ccccc2)C1=O (configuration not stated)	5	2	0.2	0	nt	-12	-1	0
Cc1nc2c(nnn2Cc2c(Cl)cccc2Cl)c(=O)[nH]1	-2	-25	0.0	-2	-1	2	8	-1
CNc1nc(NN)nc(Nc2ccccc2)n1	-2	-5	0.0	-1	-7	2	-7	1
CCNC(=O)[C@@H]1[C@@H](CO)[C@@H]2Cn3c(ccc(-c4ccccc4F)c3=O)[C@@H]2N1C(=O)CC	2	0	0.3	-7	2	nt	-4	-2
CCOc1ccc(NC(=O)CSc2nnc(Cc3cccn3C)n2-c2ccc(F)cc2)cc1	-2	-12	0.4	-10	nt	5	10	-2
O=S(=O)(NC1CCCCCCC1)c1ccc(F)cc1	-2	-7	0.1	-5	0	-10	nt	-2
CCOc1ccccc1Oc1coc2cc(OCC(=O)O)ccc2c1=O	8	-3	0.0	-3	-2	nt	-5	-3
COCC(=O)Nc1ccc2c(c1)C(=O)N(C)[C@@H]1CC[C@H](CC(=O)Nc3cn(C)nc3C)O[C@H]1CO2	-3	9	0.1	nt	nt	8	13	nt
CCCCC(=O)O[C@H]1CC[C@H]2[C@@H]3CCc4cc(O)ccc4[C@H]3CC[C@]12C	-2	nt	0.2	0&-10	1	1	9	0
C[C@@H]1CN([C@H](C)CO)S(=O)(=O)c2ccc(-c3ccc(F)cc3)cc2O[C@@H]1CN(C)C(=O)c1ccccc1F	-1	-13	0.0	4	-1	-12	-16	2
NS(=O)(=O)c1ccc(-n2nncc2-c2ccco2)cc1	4	18	-0.1	8	-2	-13	36	-2
COC(=O)[C@]12C[C@H](CC(=O)N3CCCCC3)C(=O)N(CCC3=CCCCC3)C1=C[C@H](COCc1ccccc1)O[C@@H]2C	nt	10	0.0	-3	nt	nt	nt	1
O=C(Nc1ccccc1C(=O)N1CCOCC1)c1ccc(Cl)cc1	nt	8	0.3	-7	-3	nt	nt	-3
CCCNC(=O)N1CC2(CN(C(=O)Nc3cccc(F)c3)C2)c2c(n(C)c3cc(OC)ccc23)[C@@H]1CO	nt	-15	0.3	-8	4	-6	nt	0
Cc1nn(Cc2ccccc2)c(C)c1C(=O)N1CCN(S(=O)(=O)/C=C/c2ccccc2)CC1	0	-16	0.0	-3	-3	nt	-1	1
Cc1cc(C)nc(NS(=O)(=O)c2ccc(N=NN(C)C)cc2)n1	-1	12	0.0	-4	0	nt	-6	1
O=C(NCc1ccc(F)cc1)C1Cc2ccccc2CN1C(=O)c1ccco1 (configuration not stated)	0	-2	0.2	1	-4	5	0	5
CC1=C(C(=O)N(C(C)C)C(C)C)CC(CC(=O)NC2CC2)C(=O)N1Cc1ccccc1 (configuration not stated)	2	10	0.2	6	-4	-20	9	-3
C=C(C)c1cccc(C(C)(C)NC(=O)NC2CCCC2)c1	4	11	-0.1	nt	nt	nt	-8	nt
COc1ccc(C(=O)OCC(=O)N2CCc3ccccc3C2)cc1OC	-2	-8	0.1	8	nt	10	2	2
COC(=O)c1cc(S(=O)(=O)N2CCC(c3ccccc3)C2)c[nH]1 (configuration not stated)	2	8	0.0	-3	2	-7	-9	-5
C[C@H](CO)N1C[C@H](C)[C@@H](CN(C)Cc2ccccc2)OCCCC[C@H](C)Oc2ccc(NC(=O)c3ccncc3)cc2C1=O	4	5	0.1	-1	-2	3	nt	-2
CCCN(C)C[C@@H]1Oc2ncc(C#CC3CCCCC3)cc2C(=O)N([C@H](C)CO)C[C@H]1C	5	11	0.1	-14	9	-14	2	1
CC(C)C[C@H](NC(=O)CCn1nnc2ccccc2c1=O)C(=O)O	nt	13	nt	-2	-2	-2	-9	nt
CO[C@H]1CC[C@H]2CCN(C)C(=O)C[C@@H](c3ccccc3)CN(C)C(=O)c3cccc(C#N)c3OC[C@H]1O2	41	13	0.0	-1	-1	nt	-5	0
CCOc1ccc(S(=O)(=O)Nc2ccc(C(=O)N(CC)CC(=O)NCc3cccs3)cc2)cc1	0	-5	0.0	3	nt	nt	-7	0
COc1cccc(/C=C/C(=O)NCc2ccc(S(N)(=O)=O)cc2)c1	1	14	0.1	3	-4	8	7	-1
C[C@@H]1CCCCO[C@H](CN(C)C(=O)c2ccncc2)[C@H](C)CN([C@H](C)CO)C(=O)c2cc(NS(=O)(=O)c3cn(C)cn3)ccc2O1	-4	19	-1.1	-4	-2	-19	nt	-4
O=C(Cc1cc(=O)[nH][nH]1)N/N=C/c1c(F)cccc1Cl	nt	-14	0.2	-4	-5	nt	nt	-1
CC(C)c1ccc(C(=O)N2CCCCC2c2cc(C(=O)Nc3ccncc3)no2)cc1 (configuration not stated)	0	8	0.0	-4	2	-19	-9	-3
C[C@H]1CN([C@@H](C)CO)C(=O)c2c(c3ccccc3n2C)-c2ccccc2CO[C@@H]1CN(C)S(=O)(=O)c1cccc(C#N)c1	-4	18	0.0	2	3	6	nt	-1
CC(C)C#Cc1ccc([C@H]2[C@@H](C#N)N(C(=O)c3ccccn3)[C@H]2CO)cc1	23	-12	0.4	0	1	10	-22	-1

An excerpt from above in order of formula weight, rising:
SMILES	Cneo AK release	LGR2 inh	Xi reactivation	S100A4 MyoIIA	SIRT5 block	PGC1a acetyl inh	Statin myotox sup	ERAP1 HTS inh
C=C(C)c1cccc(C(C)(C)NC(=O)NC2CCCC2)c1	4	11	-0.1	nt	nt	nt	-8	nt
O=C(Cc1cc(=O)[nH][nH]1)N/N=C/c1c(F)cccc1Cl	nt	-14	0.2	-4	-5	nt	nt	-1
CC(C)C[C@H](NC(=O)CCn1nnc2ccccc2c1=O)C(=O)O	nt	13	nt	-2	-2	-2	-9	nt
COC(=O)c1cc(S(=O)(=O)N2CCC(c3ccccc3)C2)c[nH]1 (configuration not stated)	2	8	0.0	-3	2	-7	-9	-5
COc1cccc(/C=C/C(=O)NCc2ccc(S(N)(=O)=O)cc2)c1	1	14	0.1	3	-4	8	7	-1
COc1ccc(C(=O)OCC(=O)N2CCc3ccccc3C2)cc1OC	-2	-8	0.1	8	nt	10	2	2
CC(C)C#Cc1ccc([C@H]2[C@@H](C#N)N(C(=O)c3ccccn3)[C@H]2CO)cc1	23	-12	0.4	0	1	10	-22	-1
CC(C)c1ccc(C(=O)N2CCCCC2c2cc(C(=O)Nc3ccncc3)no2)cc1 (configuration not stated)	0	8	0.0	-4	2	-19	-9	-3
CC1=C(C(=O)N(C(C)C)C(C)C)CC(CC(=O)NC2CC2)C(=O)N1Cc1ccccc1 (configuration not stated)	2	10	0.2	6	-4	-20	9	-3
CCCN(C)C[C@@H]1Oc2ncc(C#CC3CCCCC3)cc2C(=O)N([C@H](C)CO)C[C@H]1C	5	11	0.1	-14	9	-14	2	1
CO[C@H]1CC[C@H]2CCN(C)C(=O)C[C@@H](c3ccccc3)CN(C)C(=O)c3cccc(C#N)c3OC[C@H]1O2	41	13	0.0	-1	-1	nt	-5	0
C[C@H]1CN([C@@H](C)CO)C(=O)c2c(c3ccccc3n2C)-c2ccccc2CO[C@@H]1CN(C)S(=O)(=O)c1cccc(C#N)c1	-4	18	0.0	2	3	6	nt	-1

Later entries:
SMILES	Cneo AK release	LGR2 inh	Xi reactivation	S100A4 MyoIIA	SIRT5 block	PGC1a acetyl inh	Statin myotox sup	ERAP1 HTS inh
CCNC(=O)C[C@H]1CC[C@@H]2[C@H](COc3ccc(NS(=O)(=O)c4ccccc4C)cc3C(=O)N2C)O1	-2	-4	0.3	-18	-5	2	8	0
COc1ccc(C2CC(c3ccc(OC)cc3O)=NN2C(=O)c2ccccc2)cc1 (configuration not stated)	-1	6	0.0	-4	-2	-3	1	-6
O=C(C1CCC(CNS(=O)(=O)c2cccc3cccnc23)CC1)N1CCCC1 (configuration not stated)	1	-25	0.1	-1	nt	-7	-1	nt
Cc1cc(=O)[nH]c(N/N=C/c2ccccc2C(F)(F)F)n1	nt	8	0.4	2	4	4	nt	-2
COc1cc(C(=O)Nc2ccc3c(c2)Cc2cc(NC(=O)c4cc(OC)c(OC)c(OC)c4)ccc2-3)cc(OC)c1OC	-3	20	0.0	nt	nt	-11	nt	nt
Cc1ccc(CNC(=O)/C=C/C(=O)O)cc1	nt	11	0.0	-5	-4	2	nt	2

Bioassay records as filed in PubChem BioAssay.

A portion of the library. The share of hits here may be higher or lower than overall.
